RTF Ca sens inh = cardiac RTF calcium desensitization; IANBD-labeled cardiac RTF, Ca2+ fluorescence; inhibition, % at 7.15 µM; actives 0.12% (n = 340,000); AID 493244;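 active = inhibition above the mean inhibition of all tested compounds plus 3 SD, cut at about 17% in these data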;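 also: assay run at fixed EC70 calcium of 1.6 mM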
CAL PDZ FP-1 = inhibitors of human CAL PDZ peptide binding; purified CAL PDZ, TMR-peptide fluorescence polarization, 1 h; inhibition, % at 24.9 µM; actives 0.92% (n = 300,000); AID 602252;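 active = mean inhibition of at least 30% with at least half of replicates also reaching 30%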;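 also: 0% = DMSO neutral control and 100% = excess unlabeled competitor peptide PRC23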
Arr AP2 block = human beta-arrestin and AP2 interaction inhibition; FITC-arrestin peptide / GST-AP2 beads, flow cytometry; AP2 beta2 appendage carries R879A mutation; inhibition, % at 10 µM; actives 0.31% (n = 340,000); AID 504490;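 active = inhibition above a set limit, near 3 SD of compounds lacking own fluorescence, cut at about 54% in these data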;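 also: plate controls were DMSO wells for no effect and 5 µM unlabelled arrestin peptide for full effect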
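Test system: GST-tagged AP2 beta2-adaptin appendage (R879A) on 4 µm glutathione beads; also added: fluorescein-tagged arrestin peptide at 50 nM final; timing: 12 min plus 1 h, RT; signal: flow cytometry, FL1 (488/535 nm); read-out: percent drop in bead-associated FITC signal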
C-LANA FP = KSHV C-LANA DNA binding inhibition; actives 0.078% (n = 340,000); inhibition, % at 9 µM; MBP-C-LANA/FAM-LBS DNA binding, fluorescence polarization;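 active = highest replicate inhibition at or above 60% at 9 µM, even if other replicates fall short; inactive = all replicates below 60% inhibition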;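 also: 0% = neutral control wells and 100% = 4 µM acridine orange control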
Pemphigus Ab inh = inhibitors of pemphigus antibody binding to human desmoglein-3; P32926; DSG3-coupled beads, scFv-anti-DSG3-GFP binding, flow cytometry; hits give low values; binding (percent of control), % at 10 µM; actives 0.48% (n = 310,000);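 active = binding more than 3 SD below its plate's average and above zero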;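 also: hits lower antibody fragment binding to DSG3; some compounds called inactive have numbers as strong as hits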
CAL PDZ FP-2 = blocks peptide binding to human CAL PDZ domain; AID 504414; Q9HD26; purified CAL PDZ, TMR-peptide fluorescence polarization, 1 h; actives 0.02% (n = 330,000); inhibition, % at 20 µM;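 active = highest replicate inhibition of at least 40%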;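 also: plate controls were DMSO neutral control wells for no effect and unlabeled competitor peptide control wells for full effect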
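material = purified tagged CAL PDZ domain construct (CerCALP) | buffer or medium = sodium phosphate/NaCl buffer pH 7.4 with TCEP, IgG, Thesit | reagent = TMR-labelled reporter peptide T*-PRC34 bound in PDZ groove | incubation = 1 h room-temperature incubation prior to read | measured by = fluorescence polarization (mP) | evaluation = percent inhibition from loss of millipolarization | control set = unlabelled peptide and DMSO controls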
NSD2 inh = inhibitors of human histone methyltransferase NSD2 | NSD2 peptide methylation, AlphaScreen, 120 min | inhibition, % at 12.5 µM | AID 743445 | actives 0.54% (n = 310,000) | O96028; in the data active = inhibition above about 50%
DAGLB inh = diacylglycerol lipase beta (human) inhibition. Q8NCG7. HEK293T DAGLB membrane lysate, EnzChek fluorogenic substrate. inhibition, % at 5.17 µM. actives 0.059% (n = 340,000); in the data active = inhibition above about 34%;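 also: 0% = enzyme with vehicle and 100% = wells lacking enzyme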
V-ATPase pH = yeast V-ATPase proton transport regulation by pHLuorin; S. cerevisiae, pHLuorin cytosolic pH fluorescence; response, % at 10 µM; actives 0.37% (n = 350,000); in the data active = response mostly above about 7.3%, no sharp cut-off; inactive = mostly below about 5.4%; also: actives read high; inactives centre near 0; some compounds called inactive have numbers as strong as hits
Keap1-Nrf2 PPI = disrupts human Keap1 binding to Nrf2 peptide | inhibition, % at 9.4 µM | actives 0.15% (n = 340,000) | Keap1 Kelch-Nrf2 peptide fluorescence polarization, 1536-well | AID 504523; in the data active = inhibition above about 12%;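 also: human Keap1 Kelch domain with fluorescein labeled Nrf2 9mer peptide probe; 0% = neutral control wells and 100% = peptide positive control; higher means more block of Keap1 binding to Nrf2 peptide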
Target sequence (Q14145 whole entry, looked up, the tested form may be a part): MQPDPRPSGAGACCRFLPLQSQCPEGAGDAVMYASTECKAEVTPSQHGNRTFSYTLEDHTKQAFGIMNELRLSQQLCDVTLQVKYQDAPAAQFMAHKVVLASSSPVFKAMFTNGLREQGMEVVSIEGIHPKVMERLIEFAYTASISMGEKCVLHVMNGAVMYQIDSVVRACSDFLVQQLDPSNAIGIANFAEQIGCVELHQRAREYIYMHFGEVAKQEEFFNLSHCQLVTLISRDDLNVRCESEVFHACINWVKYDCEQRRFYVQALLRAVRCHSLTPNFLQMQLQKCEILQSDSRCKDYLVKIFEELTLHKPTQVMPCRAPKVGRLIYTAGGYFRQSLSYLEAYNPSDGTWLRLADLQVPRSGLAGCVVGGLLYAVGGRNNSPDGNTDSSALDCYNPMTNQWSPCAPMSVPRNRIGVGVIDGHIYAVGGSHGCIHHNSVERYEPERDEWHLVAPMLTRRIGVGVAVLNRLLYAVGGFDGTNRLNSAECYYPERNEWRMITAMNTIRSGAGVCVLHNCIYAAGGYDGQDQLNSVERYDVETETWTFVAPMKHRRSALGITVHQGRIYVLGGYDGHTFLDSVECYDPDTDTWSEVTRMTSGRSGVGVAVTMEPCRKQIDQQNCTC
Starred values were filed as active, the others as inactive; x = not tested or not shown. This is a subset; the hit share may differ from the screen's.

SMILES | RTF Ca sens inh | CAL PDZ FP-1 | Arr AP2 block | C-LANA FP | Pemphigus Ab inh | CAL PDZ FP-2 | NSD2 inh | DAGLB inh | V-ATPase pH | Keap1-Nrf2 PPI
O=C(O)c1ccccc1-c1ccccc1C(=O)NNc1ccc([N+](=O)[O-])cc1 | -10 | -2 | -5 | 0.0 | 101 | -0.9 | 1 | 1 | -2 | 0
O=C(c1ccc(Cl)c([N+](=O)[O-])c1)N1CCN(c2ccccc2)CC1 | -2 | -6 | -32 | 0.5 | 103 | -2.0 | -3 | -4 | 1 | 4
CCCNC(=S)NC1CCCC1 | -4 | 0 | -8 | 0.3 | 99 | -0.9 | 0 | 2 | -3 | 3
CCOc1c(Br)cc(C(=O)OCC(=O)N2CCc3ccccc3C2)cc1OC | 2 | -4 | -10 | -0.5 | 95 | 0.7 | -14 | -5 | -3 | -3
COc1ccc(-c2cnc(SCC(=O)Nc3nc(C(C)(C)C)cs3)n2Cc2ccco2)cc1 | -4 | -1 | 5 | 0.8 | 99 | -1.1 | 1 | -6 | -5 | -6
COC(=O)c1ccccc1OCCOCCOc1cccc2ccc(C)nc12 | -7 | 1 | 1 | -0.2 | 104 | -2.7 | -6 | 0 | 4 | -1
COc1ccc(C(=O)N/C(=C\c2cn(S(=O)(=O)N(C)C)c3ccccc23)C(=O)NCCN2CCOCC2)cc1 | -15 | 2 | -18 | 1.3 | 99 | -0.7 | -2 | -1 | 0 | -1
O=C(Cc1ccccc1F)Nc1nc(-c2cccs2)cs1 | 11 | -6 | 4 | -0.8 | 112 | -4.2 | 3 | -2 | 4 | -1
Cc1oc(=O)c(NC(=O)c2ccc(Cl)cc2)cc1C(=O)c1ccccc1 | -8 | -7 | 31 | 2.8 | 92 | -2.5 | 4 | 2 | -1 | -11
Cn1c(=O)c2[nH]c(COc3ccccc3)nc2n(C)c1=O | -7 | x | 10 | 13 | 95 | -0.2 | 2 | -5 | 0 | 8
CCn1cc(C(=O)NCc2ccccc2Cl)cn1 | 9 | -3 | -6 | 0.5 | 126 | -1.7 | -2 | -4 | 8 | -4
COc1cc(F)cc(-c2ccc3c(c2)c(C#Cc2ccsc2)c(-c2cc(OC)cc(OC)c2)n3C)c1 | 7 | -2 | 5 | 0.0 | 95 | 0.9 | x | -5 | -3 | -7
O=C(Nc1nnc(C2CC2)s1)C1Cc2ccccc2CN1C(=O)c1ccco1 (configuration not stated) | 1 | -4 | 21 | 3.9 | 104 | -2.3 | 0 | 0 | 0 | -1
Cc1cc(Nc2nc(Cl)c(Cl)cc2Cl)n(-c2ccccc2)n1 | 1 | -5 | 2 | 1.7 | 113 | -0.8 | 3 | -6 | 4 | -4
Cc1cccc2[nH]c(CN(C)C(=O)C3CCC(=O)N(CCc4ccccc4)C3)nc12 (configuration not stated) | -8 | -2 | 14 | 0.9 | 110 | -1.1 | 5 | 2 | 4 | -3
COc1ccc(-c2nnc(SCC(=O)Nc3ccccc3OC)o2)cc1 | -2 | x | 18 | 0.5 | 97 | -2.6 | -1 | -4 | -3 | 4
COc1ccc(C(c2nnnn2Cc2ccccc2)N2CCN(c3nc4ccccc4s3)CC2)cc1OC (configuration not stated) | -3 | 4 | 18 | 1.1 | 91 | x | 1 | 0 | 2 | 1
CCOc1ccc(CC(C(N)=O)C(N)=O)cc1 | -3 | x | 7 | 0.4 | x | -0.9 | -4 | -2 | 0 | -1
C#CCOCCOCCOCCNc1nc(N2CCN(C(=O)[C@H]([C@@H](C)CC)n3cc(CCC(=O)O)nn3)CC2)nc(N2CCN(C(=O)[C@H](CCCCN)n3cc(CCC(=O)O)nn3)CC2)n1 | -8 | 0 | -6 | 1.7 | 105 | 0.5 | x | 0 | 4 | 2
COC(=O)[C@@H]1[C@H]2C[C@H]3c4[nH]c5ccccc5c4CCN3C[C@@H]2CC[C@@H]1O | -8 | -4 | -3 | -0.1 | 103 | 0.5 | x | 0 | 2 | -4
CCCCCCOc1ccc(C(=O)NCCCn2ccnc2)cc1 | 2 | -2 | 5 | -1.0 | 102 | -2.8 | x | -1 | 1 | 0
C=CCOC(=O)c1c(C)nc2cc3c(cc2c1C)OCO3 | 2 | -2 | -30 | 0.5 | 126 | -2.1 | -3 | -3 | -4 | -4
COc1ccc(NC(=O)CCNC(=O)Cn2ccc3ccccc3c2=O)c(OC)c1 | 0 | -3 | 5 | 0.5 | 96 | -0.4 | 1 | 0 | -4 | 0
O=c1[nH]cnc2nc3n(c12)CCCCC3 | -4 | -4 | -17 | -0.9 | x | 0.9 | x | -3 | -1 | 4
CC1CCN(C(=O)Cn2ncc3c4ccccc4n(C)c3c2=O)CC1 | 3 | 0 | 2 | -1.6 | 109 | 0.7 | x | -3 | 8 | 0
CCOC(=O)N1CCN(CC(=O)Nc2nccs2)CC1 | x | x | x | x | 104 | x | 1 | 0 | -2 | x
CCCc1[nH]nc2c1C(c1ccoc1)C(C#N)=C(N)O2 (configuration not stated) | 0 | 0 | -2 | -1.3 | 105 | -0.7 | -1 | 1 | -1 | -4
O=C(NCCC1=CCCCC1)C(=O)NCC(c1ccco1)N1CCN(c2ccccc2F)CC1 (configuration not stated) | -3 | -1 | 10 | 0.0 | 117 | -2.4 | 15 | 0 | 4 | 4
CCn1c(O)c(C=NCc2cccs2)c(=O)n(CC)c1=S | 0 | 0 | -1 | -0.8 | 92 | -1.7 | -1 | 1 | -6 | -5
COc1cccc(OCc2cc(C(=O)N(C)Cc3nc4ccccc4[nH]3)no2)c1 | -3 | -1 | 12 | -1.0 | 106 | -2.3 | -2 | 3 | -1 | 1
CSc1cccc(NC(=O)Nc2ccccc2C(N)=O)c1 | -1 | 0 | -13 | -1.3 | 95 | -0.9 | -3 | 0 | 1 | -9
Cc1[nH]c(C)c(S(=O)(=O)NCc2ccc(F)cc2)c1C(=O)N1CCCC1 | 3 | -3 | 26 | 0.9 | x | -0.4 | 0 | 0 | -2 | 1
COc1cc(OC)cc(C(=O)N2CCN(S(=O)(=O)c3ccc4c(c3)OCCO4)CC2)c1 | x | x | x | x | 100 | x | -1 | -1 | 0 | x
CC(OC(=O)CCCC(=O)Nc1ccccc1)C(=O)c1ccccc1 (configuration not stated) | -5 | x | -7 | -2.0 | 127 | -0.9 | 2 | 0 | 4 | 1
Cc1cc(NC(=O)CCC(=O)N(C2CC2)C(C(=O)NC(C)(C)C)c2ccccc2Cl)no1 (configuration not stated) | 6 | -3 | -4 | 1.0 | 107 | -2.1 | 2 | 2 | 0 | -2
O=C1/C(=C/c2cccnc2)SC(=S)N1CC1CCCO1 (configuration not stated) | -9 | 4 | -2 | 1.8 | 96 | -6.3 | -1 | 2 | 6 | -4
COCCn1c(=NC(=O)CCS(=O)(=O)c2ccccc2)sc2cc(C(=O)OC)ccc21 | -8 | 2 | -8 | 0.4 | -9.8* | -1.3 | x | 1 | -3 | -2
CCOC(=O)C1Cc2ccccc2CN1 (configuration not stated) | -6 | -2 | 6 | 0.2 | 97 | 0.1 | -3 | -1 | -2 | -2
COc1ccc(C2/C(=C(/O)c3ccc(F)cc3)C(=O)C(=O)N2CCCN2CCOCC2)cc1OC (configuration not stated) | -6 | 5 | -6 | 0.7 | 90 | -0.4 | x | -3 | -2 | -8
COc1ccc2oc(-c3ccccc3)c(C(N)=O)c2c1 | -11 | -4 | -3 | 1.2 | 102 | -3.0 | x | -1 | 4 | -5
Cc1cccc(CC(=O)N2CCC(N3CCC(C(=O)N4CCOCC4)CC3)CC2)c1 | 6 | 15 | 7 | -1.7 | 107 | -0.8 | 1 | -3 | -1 | -3
O=C(N/C(C(=O)N1CCOCC1)=C(\Sc1ncccn1)c1ccccc1)c1ccccc1 | -1 | -2 | -14 | 0.9 | 128 | -0.2 | 1 | 0 | 2 | -13
COc1ccc(C(=O)Oc2ccc(N(C)S(=O)(=O)c3ccccc3)cc2)cc1[N+](=O)[O-] | -17 | -5 | 31 | 0.0 | 93 | -2.2 | 0 | -3 | -1 | -6
COc1cc(OC)cc(C(=O)NCc2ccc3[nH]c(C)cc3c2)c1 | 1 | x | 3 | -0.5 | 94 | 0.0 | -1 | -2 | -2 | -2
O=C(NC(=S)Nc1ccc2c(c1)OCCO2)c1ccccc1F | -1 | 1 | 0 | 0.0 | x | -0.4 | x | -12 | -1 | -2
COc1ccc(OC)c(C(=O)CSc2nc3ncccc3[nH]2)c1 | -6 | -3 | 13 | -0.8 | 107 | x | 0 | -3 | -3 | -10
Cc1ccc(OCC(=O)Nc2ccc3c(c2)C(=O)NC3=O)cc1 | -6 | 17 | -10 | 2.4 | 118 | -3.8 | 0 | 1 | -4 | -6
CC1Cc2ccccc2N1C(=O)CSc1nnc(-c2ccc(S(=O)(=O)N3CCOCC3)cc2)n1C (configuration not stated) | -9 | -4 | 22 | 2.3 | 105 | -1.5 | -1 | 1 | 5 | 0
COc1ccccc1OC(=O)CCN1c2ccccc2Sc2ccccc21 | -19 | -2 | 15 | 1.3 | 98 | -0.2 | -1 | -5 | 2 | 1

2 records drawn at random from the list so far:
SMILES | RTF Ca sens inh | CAL PDZ FP-1 | Arr AP2 block | C-LANA FP | Pemphigus Ab inh | CAL PDZ FP-2 | NSD2 inh | DAGLB inh | V-ATPase pH | Keap1-Nrf2 PPI
Cc1ccc(OCC(=O)Nc2ccc3c(c2)C(=O)NC3=O)cc1 | -6 | 17 | -10 | 2.4 | 118 | -3.8 | 0 | 1 | -4 | -6
COc1ccccc1OC(=O)CCN1c2ccccc2Sc2ccccc21 | -19 | -2 | 15 | 1.3 | 98 | -0.2 | -1 | -5 | 2 | 1

Grouped by structure: the compounds so far containing fluorine
SMILES | RTF Ca sens inh | CAL PDZ FP-1 | Arr AP2 block | C-LANA FP | Pemphigus Ab inh | CAL PDZ FP-2 | NSD2 inh | DAGLB inh | V-ATPase pH | Keap1-Nrf2 PPI
O=C(Cc1ccccc1F)Nc1nc(-c2cccs2)cs1 | 11 | -6 | 4 | -0.8 | 112 | -4.2 | 3 | -2 | 4 | -1
COc1cc(F)cc(-c2ccc3c(c2)c(C#Cc2ccsc2)c(-c2cc(OC)cc(OC)c2)n3C)c1 | 7 | -2 | 5 | 0.0 | 95 | 0.9 | x | -5 | -3 | -7
O=C(NCCC1=CCCCC1)C(=O)NCC(c1ccco1)N1CCN(c2ccccc2F)CC1 (configuration not stated) | -3 | -1 | 10 | 0.0 | 117 | -2.4 | 15 | 0 | 4 | 4
Cc1[nH]c(C)c(S(=O)(=O)NCc2ccc(F)cc2)c1C(=O)N1CCCC1 | 3 | -3 | 26 | 0.9 | x | -0.4 | 0 | 0 | -2 | 1
COc1ccc(C2/C(=C(/O)c3ccc(F)cc3)C(=O)C(=O)N2CCCN2CCOCC2)cc1OC (configuration not stated) | -6 | 5 | -6 | 0.7 | 90 | -0.4 | x | -3 | -2 | -8
O=C(NC(=S)Nc1ccc2c(c1)OCCO2)c1ccccc1F | -1 | 1 | 0 | 0.0 | x | -0.4 | x | -12 | -1 | -2

Assay outcomes as filed in PubChem BioAssay.
